# mIDH1 inhibitor: qHTS for Inhibitors of mutant isocitrate dehydrogenase 1 (IDH1): qHTS | IDH1-R132H enzyme, NADPH consumption, diaphorase/resazurin fluorescence | Potency, µM (highest dose often 76.6 µM), for the others: at the highest dose activity change, negative = inhibition, most hits filed as inhibitors | hit rate 0.093% among 390,000 | AID 602179, 2012; also: potency is read from the fitted curve at half-maximal effect; % is scaled to controls: 0 for no effect and ±100 for the full control effect; nearly all actives have a fitted effect of over 65% in size
#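 IDH1-R132H (0.5 ug/mL dispensed) in pH 7.5 Tris buffer was preincubated 30 min with compound, then given a substrate mix of 0.016 mM NADPH and 2 mM alpha-KG for 80 min at room temperature; remaining NADPH was read by diaphorase/resazurin fluorescence.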
# rTrxR1 inhibitor: qHTS Assay for Inhibitors of Mammalian Selenoprotein Thioredoxin Reductase 1 (TrxR1): qHTS; Potency, µM (series often up to 114 µM), without a hit: top-dose activity change, negative = inhibition, hits mostly inhibitors; hit rate 1% among 390,000; AID 588453, 2011; recombinant rTrxR1, NADPH fluorescence consumption, selenite substrate; Thioredoxin reductase 1, cytoplasmic (Rattus norvegicus), O89049; also: potency is read from the fitted curve at half-maximal effect; % is scaled to controls: 0 for no effect and ±100 for the full control effect; nearly all actives have a fitted effect of over 65% in size
#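 Rat TrxR1 (90 nM in the dispensed reagent) was pre-reduced with 400 uM NADPH for 5 min at room temperature, then incubated with compound for 15 min. After 400 uM selenite was added, NADPH fluorescence (Ex 340/Em 450 nm) was followed for 8 min.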
# GRP78 ERSR act: qHTS for Inducers of the Endoplasmic Reticulum Stress Response (ERSR) in Human Glioma: qHTS; Potency, µM, for the others: top-dose activation, most hits filed as activators; AID 602332, 2012; U87-MG GRP78 promoter luciferase reporter, 16 h; hit rate 0.02% among 420,000; also: potency is read from the fitted curve at half-maximal effect; series mostly up to about 76 µM; % of control where 0% means no effect; nearly all actives have a fitted effect of over 35% in size
#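 Stably transfected U87-MG glioma cells carrying a GRP78-based luciferase sensor; 16 h compound incubation. Luminescence end-point read 10 min after Bright-Glo addition at room temperature.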
# LDHA inh: qHTS assay for inhibitors of human lactate dehydrogenase; L-lactate dehydrogenase A chain (Homo sapiens), P00338; purified LDHA, NADH/diaphorase-resazurin fluorescence; active compounds read low; activity change, % (values are at about 110 or 230 µM); hit rate 0.15% among 480,000; in the data active = activity change below about -30%; inconclusive = mostly about -25% to -30%;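 also: plate controls were DMSO wells for no effect and wells without enzyme for full effect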
#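 Remaining NADH was detected by diaphorase (0.133 mg/mL) converting 37 µM resazurin to fluorescent resorufin, read at 0 and 20 minutes. The preceding 5-minute room-temperature reaction used 2 nM LDHA, 0.2 mM sodium pyruvate and 0.06 mM NADH at pH 7.4.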
# Vif-APOBEC3F blk: qHTS for Inhibitors of Vif-A3F Interactions: qHTS; HeLa A3F-eYFP + Vif (tagged APOBEC3F with the HIV-1 protein that degrades it), YFP fluorescence increase; Potency, µM (series often up to 46.1 µM), without a hit: at the highest dose activity, negative = active; hit rate 0.2% among 390,000; also: potency is read from the fitted curve at half-maximal effect; % of control where 0% means no effect; nearly all actives have a fitted effect of over 65% in size
#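 HeLa cells stably expressing Vif plus C-terminally eYFP-tagged A3F were seeded, incubated overnight at 37 deg C, dosed with compound, incubated overnight again at 37 deg C. Yellow fluorescence (Ex 488/Em 500-530) reported blocked Vif-mediated A3F-eYFP degradation.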
# TrxR1 substrate: qHTS Assay for Substrates of Mammalian Selenoprotein Thioredoxin Reductase 1 (TrxR1): qHTS. Thioredoxin reductase 1, cytoplasmic (Rattus norvegicus), O89049. purified TrxR1 substrate turnover, NADPH consumption readout. Potency, µM (series often up to 114 µM), for the others: at the top dose activity change, negative = substrate turnover. hit rate 0.01% among 390,000; also: potency is read from the fitted curve at half-maximal effect; % is scaled to controls: 0 for no effect and ±100 for the full control effect; nearly all actives have a fitted effect of over 50% in size
#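 Rat TrxR1, dispensed at 90 nM, was prereduced with 400 uM NADPH (final) for 5 min at ~22 deg C, then incubated with compound 15 min before 400 uM selenite. A first-read NADPH fluorescence drop versus no-compound background flagged substrates.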
# USP1 inh: Inhibitors of USP1/UAF1: Primary Screen. hit rate 0.23% among 390,000. AID 743255, 2014. recombinant USP1/UAF1, Ub-Rhodamine cleavage fluorescence. Ubiquitin carboxyl-terminal hydrolase 1 (Homo sapiens), O94782. Potency, µM (highest dose often 57.1 µM), inactives show top-dose activity change, negative = inhibition, most hits filed as inhibitors; also: potency is read from the fitted curve at half-maximal effect; % is scaled to controls: 0 for no effect and ±100 for the full control effect; nearly all actives have a fitted effect of over 60% in size; inactives centre near -12
# Target sequence (O94782 whole entry, looked up): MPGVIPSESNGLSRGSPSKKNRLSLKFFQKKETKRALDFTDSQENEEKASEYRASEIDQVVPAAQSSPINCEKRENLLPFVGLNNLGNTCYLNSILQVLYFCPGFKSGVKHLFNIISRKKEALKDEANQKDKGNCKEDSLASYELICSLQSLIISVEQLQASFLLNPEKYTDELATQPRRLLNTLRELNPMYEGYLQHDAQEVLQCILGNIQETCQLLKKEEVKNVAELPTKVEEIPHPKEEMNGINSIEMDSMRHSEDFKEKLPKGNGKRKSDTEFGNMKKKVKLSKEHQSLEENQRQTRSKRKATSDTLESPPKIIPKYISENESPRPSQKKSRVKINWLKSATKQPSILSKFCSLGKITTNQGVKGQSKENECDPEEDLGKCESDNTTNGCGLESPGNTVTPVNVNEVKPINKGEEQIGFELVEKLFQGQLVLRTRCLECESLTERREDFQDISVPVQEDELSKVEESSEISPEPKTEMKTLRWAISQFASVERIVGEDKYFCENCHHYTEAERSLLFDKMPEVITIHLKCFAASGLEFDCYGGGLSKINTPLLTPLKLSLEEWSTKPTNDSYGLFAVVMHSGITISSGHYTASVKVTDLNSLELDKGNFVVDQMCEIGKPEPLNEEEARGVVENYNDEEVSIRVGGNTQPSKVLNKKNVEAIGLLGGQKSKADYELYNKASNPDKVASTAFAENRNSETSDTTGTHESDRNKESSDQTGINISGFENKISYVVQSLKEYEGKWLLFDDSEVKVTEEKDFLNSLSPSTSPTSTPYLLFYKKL
#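 High-throughput fluorogenic screen: 1nM USP1/UAF1 complex, Ub-Rho substrate 150nM final, 50mM HEPES pH 7.8 with 0.5mM EDTA, 0.1 mg/ml BSA, 1mM TCEP and 0.01% Tween-20.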
# RGS4 inhibitor: Inhibitors of Regulator of G Protein Signaling (RGS) 4: qHTS. Regulator of G-protein signaling 4 (Homo sapiens), P49798. Transcreener GDP fluorescence polarization, RGS4-accelerated GTP hydrolysis. Potency, µM (highest dose often 114 µM), for inactives: at the top dose activity change, negative = inhibition, usual class: inhibitors. hit rate 0.039% among 390,000. AID 504845, 2011; also: potency is read from the fitted curve at half-maximal effect; % is scaled to controls: 0 for no effect and ±100 for the full control effect; nearly all actives have a fitted effect of over 75% in size; some results filed as inactive show a strong effect at the top dose
# Target sequence (P49798 whole entry, looked up): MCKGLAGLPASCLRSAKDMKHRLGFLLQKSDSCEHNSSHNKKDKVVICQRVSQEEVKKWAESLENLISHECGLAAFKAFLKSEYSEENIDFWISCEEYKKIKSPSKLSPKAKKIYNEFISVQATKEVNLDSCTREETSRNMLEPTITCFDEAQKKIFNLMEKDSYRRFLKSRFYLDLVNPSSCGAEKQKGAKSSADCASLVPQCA
#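 MLSMR compounds (23 nl, pin-transferred) preincubated 10 min at room temperature with a 500nM (2x) first reagent, then RGS4 at 900nM (2x) plus Transcreener GDP mix added; fluorescence polarization (620/688 nm) read before and after 90 min at 30 °C.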
# Vif-A3G inh: qHTS for Inhibitors of Vif-A3G Interactions: qHTS. DNA dC->dU-editing enzyme APOBEC-3G (Homo sapiens), Q9HC16. HeLa A3G-eYFP + Vif (tagged APOBEC3G with the HIV-1 protein that degrades it), YFP fluorescence, overnight. Potency, µM (series often up to 46.1 µM), for the others: at the top dose activity, negative = active, hits mostly inhibitors. hit rate 0.076% among 410,000;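 also: potency is read from the fitted curve at half-maximal effect; % is scaled to controls: 0 for no effect and ±100 for the full control effect; nearly all actives have a fitted effect of over 60% in size; hits raise eYFP signal because A3G escapes Vif-driven loss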
#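 HeLa cells stably expressing Vif and C-terminally eYFP-tagged A3G, seeded overnight at 37 deg C, then exposed to compound by pintool overnight at 37 deg C. Rise in yellow fluorescence (Ex 488/Em 500-530, Acumen) marks blocked Vif-driven A3G degradation.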
# * = called active by the depositor; ? = inconclusive; nt = not tested or not shown; & = joins results of further samples; [ ] = remark or other dose. Unless noted, calls follow the shape of the dose curve; as a rule, active = well fitted curve in the direction sought with a large enough effect; inconclusive = small, poorly fitted or top-dose-only effect, or another doubt; inactive = no such curve, though single readings can be large; an effect the other way counts as inactive or inconclusive. A portion of the library; count on the stated rates, not on these rows.
canonical_smiles	mIDH1 inhibitor	rTrxR1 inhibitor	GRP78 ERSR act	LDHA inh	Vif-APOBEC3F blk	TrxR1 substrate	USP1 inh	RGS4 inhibitor	Vif-A3G inh
O=C(COc1ncnc2c(Cl)cc(Cl)cc12)N1CCN(S(=O)(=O)c2ccccc2)CC1	-3%	6%[57.1 µM]	-6%	-1	-3%	-3%[57.1 µM]	-13%	-14%[11.4 µM]	0%
COC(=O)[C@]1(Cc2ccccc2)N[C@H](CN(C)S(=O)(=O)c2ccc(F)cc2)[C@@H]2C(=O)N(C)C(=O)[C@@H]21	-3%	19%	4%	-5	1%	4%	-22%	-25%	-1%
CC(C)(C)OC(=O)N1CCC(c2nnc(SCc3ccccc3)o2)CC1	-4%	2%	-8%	4&13	12%	-6%	-11%	-9%	10%
COc1ccc(Cl)cc1C(=O)NCCN1CCOCC1	0%	30%	-3%	-6	2%	7%	-22%	5%	0%
CCc1cccc2c(C(=O)COC(=O)/C=C/c3ccc(O)c(OC)c3)c[nH]c12	8%	-16%	-3%	4	-3%	-8%	-23%	-48%	-21%
CC(=O)Nc1cccc(NS(=O)(=O)c2cc3c4c(c2)CCN4C(=O)CC3)c1	0%	6%	-1%	-3	5%	3%	1%	-14%	-4%
O=C(CN1C2=NCCN2c2ccccc21)c1ccc(Br)s1	-7%	7%	-4%	-17	-13%	-5%	-12%	-3%[11.4 µM]	-1%
O=C(NCc1ccco1)/C(=C\c1cccnc1)NC(=O)c1ccccc1F	0%	-7%	-2%	-10	-3%	-3%	-8%	0%	0%
C/C(=N/NC(=O)c1cc(Cl)ccc1O)C12CC3CC(CC(C3)C1)C2	3%	3%[57.1 µM]	-1%	3	-2%	36%	-10%	-9%	-2%
O=C1CC2(CCCC2)Oc2ccc(F)cc21	2%	20%[57.1 µM]	-6%	2	0%	13%[57.1 µM]	-28%	-7%	-5%
COCCNC(=O)c1c(N)n(CCC2=CCCCC2)c2nc3ccccc3nc12	-14%	-6%	-6%	7	-10%	143%[activator]	?	-51%	-7%
Cn1c2c(c(=O)n(C)c1=O)C(CC(=O)Nc1ccc(F)cc1)C(=O)N2 (stereo unspecified)	0%	15%[57.1 µM]	0%	-2	-20%	-17%[57.1 µM]	-16%	4%	-3%
Cc1ccc2cccc(S(=O)(=O)n3nc(C)cc3C)c2n1	16%	9%	-5%	1	1%	10%	-18%	13%	0%
CNC(=O)COc1coc(CN2CCN(c3ccc(OC)cc3)CC2)cc1=O	10%	-4%	-4%	1	0%	0%	-18%	-3%	3%
CCN1CCC(=NNC(=O)c2ccc(C)c([N+](=O)[O-])c2)CC1	4%	-7%[57.1 µM]	2%	1	-3%	8%[57.1 µM]	-16%	-12%	-3%
COc1ccccc1OCCSc1nc2ccc([N+](=O)[O-])cc2s1	5%	?	3%	2	-5%	-12%	-7%	18%	-8%
C/C=C/C(=O)OCC(=O)Nc1cc(-c2cc(C)c(C)cc2C)nn1-c1ccccc1	-4%	1%	-2%	1	2%	-11%	-22%	5%	-14%
N=c1oc2ccc3ccccc3c2cc1-c1nc(-c2ccccc2)cs1	4%	-19%	-1%	1	-14%	-2%	-6%	4%	-2%
CC(CO)(CO)NC(=O)c1ccc(=O)[nH]n1	-9%	3%	-6%	-3	3%	2%	-1%	2%	0%
O=C1CCc2cc(NS(=O)(=O)c3ccc(Br)cc3)cc3c2N1CC3	1%	-11%	-4%	-1	1%	-4%	-5%	-5%	-2%
CN(C)CCNC(=O)c1onc(CSc2ccc(F)c(F)c2)c1C(=O)NCCN(C)C	14%	-9%	-7%	0	-3%	-2%	-32%	-15%	5%
CCOc1ccc(Nc2cc3n(c(=O)n2)CCc2cc(OC)c(OC)cc2-3)cc1	13%	27%[57.1 µM]	-1%	3	-9%	8%[57.1 µM]	-31%	-34%	-5%
CCOc1ccccc1-n1c(SCC(=O)Nc2ccc(CC)cc2)nc2n[nH]c(C)c2c1=N	4%	30%[57.1 µM]	5%	-3	?	38%[activator][57.1 µM]	-14%	28%	-18%
Cn1nnnc1SCC(=O)NCc1cccs1	9%	7%	0%	-11	-1%	1%	-12%	-6%	-2%
Cc1ccc(S(=O)(=O)C(CCC(=O)N2CCOCC2)S(=O)(=O)c2ccc(C)cc2)cc1	-2%	-16%	-2%	0	-2%	-4%	-6%	23%	-10%

# (more compounds)
canonical_smiles	mIDH1 inhibitor	rTrxR1 inhibitor	GRP78 ERSR act	LDHA inh	Vif-APOBEC3F blk	TrxR1 substrate	USP1 inh	RGS4 inhibitor	Vif-A3G inh
CCN(CC)CCCNC(=S)N1CCN(c2nc(-c3ccc(F)cc3)cs2)CC1	5%	13%[57.1 µM]	-6%	-2	-6%	-3%[57.1 µM]	-19%	-41%	-4%
CCS(=O)(=O)c1ccc2c(c1)N(S(=O)(=O)c1cccs1)CC(C(=O)O)O2 (stereo unspecified)	-6%	18%	2%	-7	-6%	5%	-12%	6%	4%
CN1CCN(Cc2cc(=O)oc3ccc(Cl)cc23)CC1	4%	-4%	-3%	-7	-6%	-8%	-9%	-11%	-2%
COc1ccc(-n2c(-c3ccc(F)cc3)cnc2SCC(=O)NCc2ccco2)cc1	3%	1%[57.1 µM]	9%	-7	4%	7%[57.1 µM]	-26%	-24%	-2%
O=[N+]([O-])c1ccc(C=NNc2ccc(S(=O)(=O)O)cc2)cc1	6%	1%[2.29 µM]	-1%	-2	1%	-19%[57.1 µM]	-11%	-9%	0%
NC(=O)C1CC(=O)N(c2ccc(OCc3c(F)cccc3Cl)cc2)C1 (stereo unspecified)	-8%	4%	1%	0	2%	3%	-5%	-2%[11.4 µM]	5%
CSc1nc(-c2ccco2)nn1C(=O)c1ccccc1Cl	3%	?	1%	0	6%	8%	-14%	-52%	0%
COC(=O)c1sccc1NC(=O)c1ccoc1C	3%	6%	-3%	-5	0%	4%	-21%	-14%	0%
COc1ccc(C2C3C(=O)N(Cc4ccccc4)C(=O)C3ON2c2ccccc2)c(OC)c1OC (stereo unspecified)	0%	6%	-4%	-2	-1%	2%[57.1 µM]	-13%	20%	0%
O=C(Nc1ccccc1O)C(c1ccccc1)c1ccccc1	5%	21%	-4%	0	-33%	-1%	-32%	0%[56.9 µM]	0%
Cn1cc(S(=O)(=O)c2ccc(Cl)cc2)c(=O)c2cc(F)c(N3CCCC3)cc21	-10%	62%[activator]	-3%	-6	6%	20%	-3%	8%	1%
CCSc1nc2c(c(=O)[nH]c(=O)n2C)n1CC(O)COc1ccccc1 (stereo unspecified)	12%	-21%	-2%	-6&4	0%	-7%	-8%	0%	1%
COc1ccc(CN2CCN(C(=O)c3ccco3)CC2)cc1	8%	11%[57.1 µM]	-4%	-9	8%	14%[57.1 µM]	-2%	30%	4%
NC(=O)CSc1nc(C2CC2)nc2sc3c(c12)CCCC3	-5%	15%	0%	-14	-6%	-1%	-5%	-7%	-5%
O=C(C1CC(=O)N(c2ccc(Cl)cc2)C1)N1CCCCCC1 (stereo unspecified)	3%	21%[57.1 µM]	2%	5	-4%	10%[57.1 µM]	-13%	-13%	1%
COc1ccc2c(CCNC(=O)c3ccc([N+](=O)[O-])cc3)c[nH]c2c1	-3%	0%	-4%	-9	14%	-12%	-11%	12%	-11%
Cc1ccc(S(=O)(=O)N(C)C[C@H]2OCc3cn(nn3)CCCC(=O)N([C@@H](C)CO)C[C@@H]2C)cc1	2%	nt	0%	-5	-6%	nt	-23%	nt	6%
CCOc1cc(/C=N/NC(=O)CCn2nc(C)cc2C)ccc1O	-8%	-26%	-3%	-1	1%	-15%	-1%	13%[11.4 µM]	-2%
Cc1ccc(-c2nc(-c3ccc(Cl)cc3)sc2CC(=O)O)c(C)c1	-9%	6%	1%	-2	4%	0%	-9%	-4%	1%
Cc1csc(NC(=O)CSc2ccc3nnc(-c4ccncc4)n3n2)n1	1%	9%	-6%	-10	-11%	0%	-3%	1%	1%
CCn1c(=O)c2sccc2n(CC(=O)NC2CCCCC2)c1=O	2%	11%	-2%	-5	?	0%	-16%	6%	-3%
CC(C)C(=O)NC(=S)NCC(=O)c1ccccc1	1%	-18%	7%	-2	7%	-10%	-8%	-24%	4%
Cc1nn2c(NCCCn3ccnc3)cc(C(C)C)nc2c1-c1ccccc1	7%	18%[57.1 µM]	-1%	1	0%	8%[57.1 µM]	-1%	1%	-5%
COC(=O)C(C(C)=O)C1=C/C(=N\S(=O)(=O)c2ccc(C)cc2)c2ccccc2C1=O (stereo unspecified)	12%	-20%	-2%	45	?	-1%	-20%	-30%	-22%
